Compound activity deposited in PubChem by several laboratories.
DTT redox prof: compounds producing H2O2 with reducing agent – biochemical, NIH compound library profiling, artefact control for MLSCN library redox annotation, primary screen | 200,000 tested, 0.03% active | activation, % at 10 µM | DTT-dependent redox cycling H2O2, phenol red/HRP absorbance; 100% = 100 µM peroxide control, 0% = buffer | AID 878;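 active = activation of at least 50% relative to the plate's high and low controls in the primary single-dose screen; inactive = activation below 50%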;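 note: compound incubated with DTT at 0.8 mM final as the reducing agent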
bIAP inhibitor: blocks bovine intestinal alkaline phosphatase activity | purified bovine IAP, CDP-star luminescence, 30 min | inhibition, % at 20 µM | 190,000 tested, under 10 active | AID 1019;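 active = over 50% inhibition of intestinal alkaline phosphatase at 20 µM in the single-dose screen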
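Assay system – bovine IAP enzyme · Quantity – bovine IAP at 1/65,000,000 final dilution · Detection – CDP-star luminescence signal · Times – 30 min reaction at room temperature · Also added – CDP-star substrate at 30 µM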
Lmaj promast: reduces viability of Leishmania major promastigotes; inhibition, % at 10 µM; 200,000 tested, 9% active; AID 1063; resazurin fluorescence viability; in the data active = inhibition above about 50%;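 note: promastigotes grown with compound for 44 hours at 28 °C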
SRC2 TRFRET art: flags TR-FRET format artefacts in PPARgamma SRC-2 recruitment agonist screen; 200,000 tested, 0.4% active; TR-FRET ratio at 8 µM; TR-FRET artefact counter-screen; hits give high values; in the data active = TR-FRET ratio above about 2000; note: inactives centre near 1500; reference of the scale not given here
PPARg SRC1 recr: agonists of human PPARgamma SRC-1 coactivator recruitment; P37231; activation, % at 8 µM; AID 631; 200,000 tested, 0.41% active; PPARgamma-SRC-1 coactivator recruitment biochemical assay; in the data active = activation above about 19%;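 note: 0% = DMSO and 100% = reference agonist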
Target sequence (P37231 whole entry, looked up): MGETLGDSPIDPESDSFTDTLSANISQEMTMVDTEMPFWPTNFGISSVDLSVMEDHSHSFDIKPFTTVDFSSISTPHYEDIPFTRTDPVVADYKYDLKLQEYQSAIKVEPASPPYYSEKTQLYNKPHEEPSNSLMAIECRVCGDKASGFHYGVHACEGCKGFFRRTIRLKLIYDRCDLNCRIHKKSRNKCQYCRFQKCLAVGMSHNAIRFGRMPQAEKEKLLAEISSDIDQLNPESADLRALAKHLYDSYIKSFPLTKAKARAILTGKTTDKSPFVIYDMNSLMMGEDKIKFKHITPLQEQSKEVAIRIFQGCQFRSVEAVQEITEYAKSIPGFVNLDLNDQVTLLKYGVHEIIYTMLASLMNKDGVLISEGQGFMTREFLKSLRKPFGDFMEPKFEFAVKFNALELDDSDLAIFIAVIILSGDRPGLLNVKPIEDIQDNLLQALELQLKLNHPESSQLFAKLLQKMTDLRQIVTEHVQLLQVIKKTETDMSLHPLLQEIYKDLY
TLR4 MyD88 comp: blocks binding of human TLR4 to MyD88; O00206+Q99836; HeLa CL3-4 TLR4/MyD88 BLA complementation, FRET ratio; inhibition, % at 8.4 µM; 200,000 tested, 0.18% active; AID 861; in the data active = inhibition above about 25%;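 note: 0% = vehicle and 100% = reference inhibitor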
PPARg SRC2 recr: agonists of SRC-2 recruitment by human PPARgamma; PPARgamma LBD-SRC-2 recruitment, biochemical; activation, % at 8 µM; 200,000 tested, 0.34% active; AID 1032; in the data active = activation above about 22%;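 note: 0% = vehicle and 100% = reference agonist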
bIAP act: increases bovine intestinal alkaline phosphatase activity; purified bovine IAP, CDP-star luminescence, 30 min; hits give high values; fold of DMSO-control signal, blank-subtracted; activation factor at 20 µM; 200,000 tested, 0.17% active;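 active = activation factor of 2 or more at 20 µM, a signal rise over negative controls twice the positive control's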
S1P3 antag: antagonists of human S1P3 receptor; 170,000 tested, 0.27% active; Q99500; CHO S1P3 NFAT-BLA reporter, FRET fluorescence, antagonist mode; inhibition, % at 4.98 µM; AID 485;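 active = inhibition above the plate cutoff, the mean inhibition of test wells on that plate plus 3 SD, cut at about 28% in these data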;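 note: cells challenged with S1P at its EC80 of 0.8 µM; blue over green emission ratio from cleaved BLA substrate after 4 h stimulation; 0% = S1P-stimulated wells and 100% = unstimulated DMSO-only wells; some compounds past the cut are filed as inactive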
Target sequence (Q99500 whole entry, looked up): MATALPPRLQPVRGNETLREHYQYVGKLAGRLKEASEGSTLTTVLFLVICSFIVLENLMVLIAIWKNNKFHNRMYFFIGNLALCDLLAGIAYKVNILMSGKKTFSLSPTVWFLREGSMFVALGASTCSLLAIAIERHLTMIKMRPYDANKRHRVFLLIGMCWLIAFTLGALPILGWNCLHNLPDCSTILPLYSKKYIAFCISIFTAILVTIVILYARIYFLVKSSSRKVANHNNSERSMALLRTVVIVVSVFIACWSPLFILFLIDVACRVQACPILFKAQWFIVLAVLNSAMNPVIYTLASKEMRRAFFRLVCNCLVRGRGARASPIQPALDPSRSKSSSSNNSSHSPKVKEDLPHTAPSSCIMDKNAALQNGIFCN
PPARg SRC3 recr: PPARgamma-driven SRC-3 recruitment agonism; P37231; biochemical PPARgamma/SRC-3 coactivator recruitment assay; activation, % at 8 µM; 200,000 tested, 0.26% active; in the data active = activation above about 23%;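 note: 0% = DMSO and 100% = reference agonist; some compounds past the cut are filed as inactive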
ROMK mod: modulators of human ROMK potassium channel; 130,000 tested, 2% active; Tet-inducible ROMK, thallium flux fluorescence; actives lie on both sides; P48048; B-score at 10 µM;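 active = signal ratio slope over the read window, or its plate-corrected B-score, at least 3 SD from the plate mean, either direction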;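 note: B-score of the F/F0 ratio slope over 7 to 12 s after thallium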
Numbers without * were called inactive; x = no result given. No enrichment for hits. Share with any hit: about 11%.

SMILES	DTT redox prof	bIAP inhibitor	Lmaj promast	SRC2 TRFRET art	PPARg SRC1 recr	TLR4 MyD88 comp	PPARg SRC2 recr	bIAP act	S1P3 antag	PPARg SRC3 recr	ROMK mod
CCCCP(=O)(CCCC)Cc1ccccc1	-0.3	12	-5	1506	2	-4	4	0.9	x	12	x
Cc1ccccc1NC(=O)C1CCCN(S(=O)(=O)c2cccc3cccnc23)C1 (stereo not given)	-0.6	12	-1	1443	3	-8	8	0.9	-26	-1	x
Cc1cccc(N=Cc2cc(Br)cc(Cl)c2O)c1	-0.3	5	-11	1661	16	-11	9	1	7	4	4.1*
Cc1cccc(S(=O)(=O)N/N=c2\sc3ccccc3n2C)c1	-1.1	-2	-8	1611	8	-13	-1	1	-3	-1	0.33
Cc1cccc(NC(=O)COC(=O)c2ccc3c(c2)OCO3)c1C	0.7	-10	-6	1433	6	-13	-3	1.1	-13	3	-1.3
COc1ccccc1-n1c(-c2cccnc2)n[nH]c1=S	-2.3	6	-5	1572	-4	10	3	0.9	-23	-4	x
Cc1nn(-c2ccccc2)c(C)c1NS(=O)(=O)c1ccccc1	-0.7	11	-1	1423	1	2	4	0.9	-14	-7	x
C=CCNC(=O)NC(=O)COC(=O)C(C)Oc1ccc(Cl)cc1Cl (stereo not given)	-0.4	11	-11	1457	2	5	-12	0.9	-15	-3	0.12
COc1ccccc1Cn1cccc1C=O	-0.7	-2	-3	1701	7	-2	11	1	-14	0	-0.18
COC(=O)c1c(NC(=O)C2CCC2)sc(C(=O)N(C)C)c1C	1.8	4	0	1699	10	-1	2	1	-10	13	x
COCCCn1c(SCC(=O)Nc2ccc(C(=O)OC)cc2)nc2ccccc2c1=O	-0.1	2	89*	1411	7	9	-1	1	28	5	x
COc1ccc(C)cc1NC(=O)Nc1cccc(C)c1	-1.5	10	17	1517	1	0	-1	0.9	16	-4	0.41
C/C(=N/NS(=O)(=O)c1ccccc1)c1ccc(Cl)cc1	-0.5	4	-8	1494	0	18	-1	1	-13	5	x
Clc1ccc(-c2csc(N/N=C\c3cccnc3)n2)cc1	-0.4	4	-9	1523	5	-8	1	1	4	-4	-0.61
CCCCCn1c(NCc2ccco2)nc2ccccc21	-1.3	15	34	1550	-4	6	-2	0.9	-2	4	x
COc1ccccc1-c1ccc(SCc2ccc([N+](=O)[O-])cc2)nn1	-0.2	24	5	1510	5	6	0	0.8	3	5	-1.2
COc1ccc2nc(CC(C)(C)CC(=O)O)c[n+]([O-])c2c1	2.5	13	5	1591	-7	3	-4	0.9	-42	4	1.3
CN(Cc1cccs1)C(=O)CCc1ccc(S(=O)(=O)N2CCOCC2)cc1	2.1	-3	-1	1427	-4	2	-3	1	-23	-1	x
CCN(CC)C(=O)CSc1nc2ccccc2c(=O)[nH]1	0.6	-1	-4	1381	-8	-2	-4	1	-14	9	-0.39
Cc1c(C(=O)Nc2ccc3oc(-c4cccnc4)nc3c2)oc2ccccc12	3.3	-1	0	1622	0	-1	-1	1	8	-3	x
CN1C(=O)NC(c2ccc(O)cc2)C2=C1CN(c1cccc3ccccc13)C2=O (stereo not given)	1.8	-3	-8	1470	-8	-2	-2	1	-14	-1	-1
N#Cc1ccccc1OCC(=O)NC(N)=O	-1.4	9	-5	1591	0	5	-3	0.9	x	-2	0.24
CCC1CCCCN1C(=O)c1ccc(OC2CCN(C(=O)C3CC3)CC2)cc1 (stereo not given)	-1.2	-18	2	1546	5	6	8	1.2	18	3	0.0023
COc1ccc(Cl)cc1NC(=O)CSc1nc(N2CCCCC2)nc(N2CCCCC2)n1	1.1	-1	19	1381	3	-5	1	1	17	5	x
COC(=O)C1=C(C)NC(=O)CC1c1cccc(Cl)c1Cl (stereo not given)	-1.8	10	0	1575	6	12	9	0.9	-28	5	x
N#Cc1cc2c(nc1Cl)CCCC2	0.4	8	73*	1476	-2	-6	-1	0.9	-2	-4	0.047
CN(Cc1ccccc1)S(=O)(=O)c1ccc(OCC(=O)N2CCOCC2)cc1	1.7	-5	2	1526	-4	-8	5	1.1	x	-4	x
Cc1cc(S(=O)(=O)NC2CCCCC2)ccc1OCC(=O)N1CCOCC1	0.2	-8	-9	1613	2	-9	13	1.1	x	-1	0.1
CN1CCN(C(=O)c2c(NC(=O)c3ccco3)sc3c2CCC(C(C)(C)C)C3)CC1 (stereo not given)	-0.4	-11	32	1291	-1	-1	-10	1.1	x	13	x
Clc1ccc2oc(-c3ccccc3)cc(=NCCCN3CCOCC3)c2c1	-1.1	-16	99*	1666	11	-4	5	1.2	6	0	x
Cc1cccc(-c2nnc(SCc3ccc(C#N)cc3)n2Cc2ccco2)c1	1.9	1	31	1472	3	7	8	1	x	9	x
CCC(C)NC(=O)c1cn(CC)c2ccc(S(=O)(=O)N(C)C)cc2c1=O (stereo not given)	-0.2	14	-3	1646	5	-3	6	0.9	-13	10	x
CC(C)=CC(=O)OCC(=O)NC1CCCc2ccccc21 (stereo not given)	-0.3	-4	-1	1577	5	-13	7	1	-3	5	-0.54
Cc1cc(=O)[nH]c(SCC2(O)C3CC4CC(C3)CC2C4)n1 (stereo not given)	-0.3	2	-4	1447	5	9	-1	1	11	5	-0.052
O=C(Nc1cccc([N+](=O)[O-])c1)c1ccc2c(c1)OCO2	-0.1	1	-1	1431	12	-13	-7	1	0	-3	-0.51
COc1ccc(S(=O)(=O)NC2CCCC2)c(Cl)c1Cl	0.3	38	5	1361	8	6	-1	0.6	x	-4	-0.05
S=C1N(c2ccccc2)C(c2ccc(Cl)cc2)N2CCCN12 (stereo not given)	1.1	1	14	1639	5	-14	9	1	x	4	x
O=C(CS(=O)(=O)c1ccc(Cl)cc1)NCCS(=O)(=O)c1ccc(Cl)cc1	-0.2	-4	-4	1447	-9	4	-4	1	-6	3	0.67
CC12CN3CC(=O)N4CC5(C)CN(CC(C)(C4)C5=O)C(=O)CN(C1)CC(C)(C3)C2=O	-1.0	3	-5	1548	0	-4	2	1	x	-3	x
CCc1c(C)c(C#N)c2nc3ccccc3n2c1NCc1ccccn1	-1.8	0	26	1521	6	3	10	1	-15	3	-0.43
N#C/C(=N\O)c1nc2ccccc2[nH]1	0.7	2	8	1513	-3	0	-12	1	14	-3	0.21
COc1ccc(NC(=O)c2ccc(CN(c3cc(Cl)ccc3C)S(=O)(=O)c3ccccc3)cc2)cc1OC	0.3	-2	11	1499	8	1	1	1	x	9	x
CC1CN(CCCCOc2ccc3ccccc3c2)CC(C)O1 (stereo not given)	0.2	6	90*	1540	0	-11	-6	0.9	13	-1	-0.68
S=c1[nH]nc(-c2cc3ccccc3o2)n1Cc1ccccc1	-0.5	11	-1	1696	8	0	18	0.9	x	12	-0.83
O=C(O)c1ccc(N=NN2CCOCC2)cc1	-0.7	5	25	1573	1	8	-6	0.9	2	0	x
O=C(c1ccc(CSc2ccccc2)cc1)N1CCCCCC1	-0.2	6	-7	1551	1	-8	-7	0.9	7	0	-1.9
Cc1ccc(-n2c(SCC(=O)NCc3ccco3)nc3sc(C)c(C)c3c2=O)cc1	0.3	-15	3	1384	-5	0	-8	1.2	43	-4	0.48
CCN(CCCCN1C(=O)c2ccccc2C1=O)c1ccc2c(c1)C(=O)N(C)C2=O	-2.5	1	-1	1729	6	17	5	1	-19	4	x
Nc1nnc(SCCOc2ccccc2)s1	0.9	16	-2	1583	2	1	3	0.8	-13	1	x
Cc1cc(C)cc(Oc2coc3cc(OC(=O)c4cccnc4)ccc3c2=O)c1	-0.5	12	-7	1463	-7	11	-1	0.9	-6	3	-0.8
CS(=O)(=O)N(CC(=O)N1CCN(c2ccccc2F)CC1)c1cc(C(F)(F)F)ccc1Cl	0.0	-5	5	1473	-1	0	8	1.1	x	-3	0.72
CC1(CC(=O)O)SC(=O)NC1=O (stereo not given)	2.0	4	-7	1264	-4	8	0	1	-11	-15	1.6
COc1ccc(-n2cc(-c3ccccc3)nc2SC)cc1	-0.1	2	-2	1387	0	1	-5	1	3	1	0.08
COc1ccc(NS(=O)(=O)c2cccc(N/C(=N\S(=O)(=O)c3ccccc3)c3ccc(F)cc3)c2)cc1	-0.5	0	76*	1478	-4	9	-2	1	-10	-3	x
COCCNC(=S)N/N=C(\C)c1ccc(C)c([N+](=O)[O-])c1	-0.3	4	-5	1655	0	-3	11	1	5	1	-1
Cc1ccc2c(c1)-c1cc(C)nn1C(c1sccc1C)N2 (stereo not given)	0.1	-4	5	1589	7	1	5	1	3	5	-0.82
CCCC(=O)N1CCN(C2=NS(=O)(=O)c3ccccc32)CC1	0.3	-1	-6	1383	6	-15	-3	1	7	0	0.12
